FBW7 activator = FBW7 E3 ligase activators, primary screen, biochemical, AlphaScreen, human; normalized activity (activation), % at 26.1 µM; F-box/WD repeat-containing protein 7 (Homo sapiens), Q969H0; AlphaScreen FBW7–phospho-cyclin E peptide binding, activator screen; 650,000 tested, 0.13% active; AID 1259310, 2017; in the data active means normalized activity above about 1.9%;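 further: purified mutant Fbw7 with reduced substrate affinity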
TEAD-YAP inh = TEAD-YAP interaction inhibition, primary screen, TEAD-YAP interaction inhibitor project, luminescence, HEK-TIYL cells | inhibition, % at 9.12 µM | 640,000 tested, 1.4% active | TEAD-Gal4/YAP UAS-luciferase luminescence; in the data active means inhibition above about 32%;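 further: 0% = median of test compound wells and 100% = reference inhibitor wells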
MITF inh = MITF inhibitors, primary screen, biochemical, AlphaScreen, human | AlphaScreen MITF homodimerization, bead proximity signal | AID 1259374, 2018 | Microphthalmia-associated transcription factor (Homo sapiens), O75030 | inhibition, % at 2.6 µM | 650,000 tested, 0.91% active; in the data active means inhibition above about 50%;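 further: 0% = vehicle wells with protein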
Target sequence (O75030 whole entry, looked up): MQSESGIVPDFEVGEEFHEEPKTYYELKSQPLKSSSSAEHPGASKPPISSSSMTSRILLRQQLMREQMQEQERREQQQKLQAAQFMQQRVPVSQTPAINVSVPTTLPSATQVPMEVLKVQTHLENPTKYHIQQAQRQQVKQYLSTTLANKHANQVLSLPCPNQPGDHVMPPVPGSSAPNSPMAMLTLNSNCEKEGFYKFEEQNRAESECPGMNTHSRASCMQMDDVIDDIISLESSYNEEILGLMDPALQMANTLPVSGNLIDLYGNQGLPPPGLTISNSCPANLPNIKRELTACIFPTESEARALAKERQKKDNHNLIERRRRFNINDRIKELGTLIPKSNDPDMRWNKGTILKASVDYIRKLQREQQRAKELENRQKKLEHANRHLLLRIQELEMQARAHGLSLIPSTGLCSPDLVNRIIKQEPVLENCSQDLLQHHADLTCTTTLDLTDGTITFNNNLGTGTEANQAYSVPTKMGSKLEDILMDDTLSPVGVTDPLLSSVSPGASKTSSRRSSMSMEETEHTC
GPR151 ag = activators of human GPR151, primary screen, cell-based, PathHunter beta-arrestin, luminescence; G-protein coupled receptor 151 (Homo sapiens), Q8TDV0; PathHunter beta-arrestin GPR151 cells; activation, % at 11.2 µM; 650,000 tested, 1% active; AID 1508602, 2020; in the data active means activation above about 4.9%;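 further: 0% = median of compound wells and 100% = cells with positive control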
Target sequence (Q8TDV0 whole entry, looked up): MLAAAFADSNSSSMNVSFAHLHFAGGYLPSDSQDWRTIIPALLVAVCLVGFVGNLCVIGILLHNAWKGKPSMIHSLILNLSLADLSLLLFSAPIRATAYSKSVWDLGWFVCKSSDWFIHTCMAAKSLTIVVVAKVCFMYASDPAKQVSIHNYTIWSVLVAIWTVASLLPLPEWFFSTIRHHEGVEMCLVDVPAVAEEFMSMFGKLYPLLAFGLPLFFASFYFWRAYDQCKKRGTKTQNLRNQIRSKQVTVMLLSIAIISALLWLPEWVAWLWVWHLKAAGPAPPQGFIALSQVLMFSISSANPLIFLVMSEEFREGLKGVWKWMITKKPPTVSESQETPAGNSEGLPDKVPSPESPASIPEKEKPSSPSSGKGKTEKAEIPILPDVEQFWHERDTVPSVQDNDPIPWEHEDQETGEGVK
* marks the source's active call; other numbers are inactive results.

structure	FBW7 activator	TEAD-YAP inh	MITF inh	GPR151 ag
CC1CCC(C(=O)NC(Cc2c[nH]c3ccccc23)C(=O)NCc2ccccn2)CC1 (stereo not drawn)	0.3	11	-7	0.5
CNc1cc(N2CCN(S(=O)(=O)c3ccc(Cl)c(Cl)c3)CC2)ccc1[N+](=O)[O-]	0.0	-5	-9	-2.2
CC1CCCCC1NC(=O)CNC(=S)N(Cc1ccccc1)Cc1ccccc1F (stereo not drawn)	0.0	3	-32	-0.6
COc1ccc(NC(=O)CSc2nnc(N)s2)cc1Cl	0.4	9	-8	1.4
Cc1cc(C)cc(N=C2NC(=O)CS2)c1	0.7	9	8	-0.2
Nc1nnc(SCCCC(=O)c2ccc(F)cc2)s1	0.3	-17	18	2.5
CCOC(=O)C1(Cc2ccccc2)CCCN(C2CCN(C)CC2)C1 (stereo not drawn)	0.3	13	15	0.0
O=C(c1cccc(F)c1)N1CCN(Cc2cccc3ccccc23)CC1	0.8	7	58*	-1.6
CC(C)(C)c1ccc(/C=C2\N=C(c3ccc(Br)cc3)OC2=O)cc1	0.6	-8	26	0.2
CCc1c(C)sc(NC(=O)c2ccc([N+](=O)[O-])cc2[N+](=O)[O-])c1C(N)=O	-0.2	14	5	0.0
O=C(c1cccc([N+](=O)[O-])c1)C(C(=O)N1CCCCC1)n1ccccc1=O (stereo not drawn)	-0.4	2	-11	0.2
CCOC(=O)c1sc(NC(=O)CSc2nnc(Cc3ccccc3)o2)c(C#N)c1C	0.0	5	-4	0.6
O=C1c2ccccc2C(O)(c2ncc[nH]2)N1Cc1ccccc1 (stereo not drawn)	0.1	8	-1	0.3
CS(=O)(=O)N(CC(=O)N1CCN(c2ccccc2)CC1)Cc1ccc(Cl)cc1	0.5	-1	-2	5.0*
CCOc1ccc(/C=N/N=C2\NC(=O)C(CC(=O)O)S2)cc1 (stereo not drawn)	0.1	3	4	-0.1
CCn1c(=O)[nH]c2c(C(N)=O)nc(-c3ccccc3)nc21	0.1	-1	-1	-0.4
Nc1nc(-c2ccc(N3CCOCC3)nc2)nc2c1ncn2Cc1ccc(C(F)(F)F)cc1	-0.2	-27	-2	1.9
CCOC(=O)C1(Cc2ccccc2Cl)CCN(C(=O)CN2CCOC2=O)CC1	0.2	-64	-9	1.4
CN1CCN(c2ccc(/C=C(\C#N)c3nc4ccccc4[nH]3)cc2[N+](=O)[O-])CC1	-0.2	-11	9	0.3
CN(C)c1ccc(NC(=O)CC(NCC2CCCO2)C(=O)O)cc1 (stereo not drawn)	0.1	-4	-2	-1.2
CN(CCc1ccccn1)c1ncnc2scc(-c3ccccc3)c12	0.4	-4	20	-0.4
CCCOc1ccc(C2C(C#N)=C(N)Oc3n[nH]c(-c4ccc5c(c4)OCO5)c32)cc1 (stereo not drawn)	0.2	6	4	-1.6
COc1ccc(OC)c(NC(=O)c2c(NCc3sccc3C)sc3c2CCC3)c1	0.2	12	16	-0.9
CC(C)CCNC(=O)C(NC(=O)C1CCC(C)CC1)C(C)C (stereo not drawn)	0.1	11	-5	1.1
CC(C)NC(=O)COc1ccc2c(c1)C(=O)CC(C)(C)O2	0.0	-6	-12	-1.6
CCc1c(C)sc(NC(C)=O)c1C(N)=O	0.1	13	8	0.1
COc1ccc(N2C(=O)c3cccnc3C2Nc2ccc([N+](=O)[O-])cc2)cc1 (stereo not drawn)	-0.2	4	0	0.2
CCCOC(=O)C1=C(C)N(C)C(=O)NC1c1ccc(O)c(OC)c1 (stereo not drawn)	-0.1	-8	-1	1.7
Cc1c(C(=O)NCc2nnc(SCC(=O)c3ccccc3)n2-c2ccc(Cl)c(Cl)c2)cccc1[N+](=O)[O-]	-0.1	3	8	1.7
O=C(NCCCc1ccncc1)C1CC12CCN(C(=O)CCOc1ccccc1)CC2 (stereo not drawn)	-0.2	-1	8	-0.2
O=C(O)c1cc(-c2ccco2)[nH]n1	-0.2	3	2	0.2
CCc1ccc(N2N=C(C)/C(=C/c3ccc(-c4ccc(Cl)c(C(=O)O)c4)o3)C2=O)cc1	-0.2	9	21	-0.4
CC(NC(=O)Cn1cc(C(F)(F)F)cc(Cl)c1=O)c1ccccc1 (stereo not drawn)	0.4	11	11	-0.3
CCC(=O)N1CCN(c2ccccc2NC(=S)NC(=O)c2cccc([N+](=O)[O-])c2)CC1	-0.1	5	8	0.1
COC(=O)C(C)Nc1ccc(C)cc1 (stereo not drawn)	0.6	0	15	0.5
Cc1ccnc(N2CCC(C(=O)Nc3cccc(Cl)c3)CC2)n1	0.0	-1	-6	-0.2
O=C(NCCS(=O)(=O)N1CCc2ccccc21)c1ccccc1	0.9	-2	-2	0.9
CCOc1ccc2c(c1)C(=C1SC(C(=O)OC)=C(C(=O)OC)S1)C(=S)C(C)(C)N2C(=O)CC	-1.1	0	50	1.2
COc1ccc(CCNC(=O)/C(=C/c2ccc(C)o2)NC(=O)c2ccccc2)cc1	-0.1	1	37	2.1
CCOc1ccc(CN2CCN(Cc3cc(OC)ccc3O)CC2)cc1	-0.5	3	21	-0.5
CCC1(C)Cc2c(sc3c2c(=O)n(C)c2nnc(SCc4ccc5c(c4)OCO5)n32)CO1 (stereo not drawn)	0.1	8	-3	-0.4
Cc1ccc(-c2csc(NC(=O)/C=C/c3ccc(C(C)(C)C)cc3)n2)cc1	0.2	-9	16	-0.8
O=C1C(=Cc2nc3ccccc3c(=O)n2-c2ccc([N+](=O)[O-])cc2)c2ccccc2N1Cc1ccccc1	0.2	-10	11	-0.1
CCOC(=O)CCN(Cc1ccc(OC)c(OC)c1)S(=O)(=O)c1ccc([N+](=O)[O-])cc1	-0.1	-1	6	-0.7
O=C(NC1CCCCC1)Oc1ccc2sc(=O)oc2c1	-0.1	-6	12	0.4
COc1cc(-c2nc(C)c(C(C)=O)n2O)ccc1OCC(=O)Nc1ccc(Cl)cc1	0.0	6	5	-1.7
O=C(CC1C(=O)NCCN1Cc1c(F)cccc1Cl)NC1CCCCCC1 (stereo not drawn)	1.2	4	7	-1.1
CC1=NN(c2ccc(C)cc2)C(=O)/C1=C/c1c(C)c(C#N)c(=O)n(CCO)c1O	-0.2	4	6	0.3
CCNc1nc(C)cc(COC)c1C#N	0.2	-6	7	-0.6
Fc1ccc(Nc2nc3ccccc3o2)c(F)c1	-0.1	-63	4	-6.6

A section from the list above, for reference:
structure	FBW7 activator	TEAD-YAP inh	MITF inh	GPR151 ag
CCC1(C)Cc2c(sc3c2c(=O)n(C)c2nnc(SCc4ccc5c(c4)OCO5)n32)CO1 (stereo not drawn)	0.1	8	-3	-0.4
Cc1ccc(-c2csc(NC(=O)/C=C/c3ccc(C(C)(C)C)cc3)n2)cc1	0.2	-9	16	-0.8
O=C1C(=Cc2nc3ccccc3c(=O)n2-c2ccc([N+](=O)[O-])cc2)c2ccccc2N1Cc1ccccc1	0.2	-10	11	-0.1
CCOC(=O)CCN(Cc1ccc(OC)c(OC)c1)S(=O)(=O)c1ccc([N+](=O)[O-])cc1	-0.1	-1	6	-0.7
O=C(NC1CCCCC1)Oc1ccc2sc(=O)oc2c1	-0.1	-6	12	0.4
COc1cc(-c2nc(C)c(C(C)=O)n2O)ccc1OCC(=O)Nc1ccc(Cl)cc1	0.0	6	5	-1.7
O=C(CC1C(=O)NCCN1Cc1c(F)cccc1Cl)NC1CCCCCC1 (stereo not drawn)	1.2	4	7	-1.1

(next part)
structure	FBW7 activator	TEAD-YAP inh	MITF inh	GPR151 ag
CCc1ccc2nc3sc(C(=O)N(CC)CC)c(N)c3cc2c1	-0.2	-19	10	1.3
Cc1cccc(NC(=O)CSc2ccc(-c3cccnc3)nn2)c1C	0.1	-3	-4	0.3
CCC(CO)Nc1ccc2ncc(-c3cccc(OC)c3)n2n1 (stereo not drawn)	-0.6	57*	8	-1.3
OCCCn1c(-c2ccc(F)cc2)nc(=S)c2c1CCCC2	0.2	6	15	-0.6
Cc1ccc2c(c1)N(Cc1cc(C)on1)C(=O)C(C)O2 (stereo not drawn)	0.6	16	17	0.3
Cc1ccc(NC(=O)CC2Nc3cc(C)c(C)cc3NC2=O)c(C)c1 (stereo not drawn)	0.0	-3	10	-0.5
O=C(c1nc(-c2ccncc2)no1)N1CC=C(c2ccccc2)CC1	-0.3	0	14	-0.9
CC1CCN(C(=O)CSc2nc(NCc3ccc4c(c3)OCO4)c3ccccc3n2)CC1	-0.2	15	-4	-1.0
Cn1c(-c2cccc(Br)c2)n[nH]c1=O	0.0	-2	5	0.5
C=CCNc1cc(-c2cncc(-c3ccc(C)cc3)c2)nc(C)n1	-0.1	2	9	-1.5

Carrying on.
Structure	FBW7 activator	TEAD-YAP inh	MITF inh	GPR151 ag
c1ccc2c(c1)SCc1nnc(Cn3cnc4ccccc43)n1-2	0.1	4	3	-0.6
O=C(C1CCCC1)N1CCC(c2nc3c(nnn3Cc3ccccc3)c(=O)[nH]2)CC1	0.2	-2	14	0.2
Cc1cc(NC(=O)CN2CCN(c3ccccc3C)CC2)no1	0.1	4	17	0.3
Cc1cc(C)c(S(=O)(=O)N(CCc2ccccc2)CC(=O)O)c(C)c1	-0.1	0	-7	0.6
Cc1ccc(S(=O)(=O)N(Cc2ccco2)CC2CCCO2)cc1[N+](=O)[O-] (stereo not drawn)	0.0	-7	-5	-1.5
Cn1c(=O)c2c(nc(N/N=C/c3cccc([N+](=O)[O-])c3)n2CCc2ccccc2)n(C)c1=O	-0.1	11	6	0.1
CC1Oc2ccccc2OC1(O)c1ccc(Br)cc1 (stereo not drawn)	0.2	3	11	0.5
Cc1ccc(-n2nc3c(c2NC(=O)c2ccc(S(=O)(=O)N4CCCCC4)cc2)CS(=O)(=O)C3)cc1	0.6	5	21	0.2
Cc1ccc(/C=C2/Sc3ccccc3N(CC(=O)NCc3ccco3)C2=O)cc1	-0.2	19	-21	0.1
O=C(Nc1ccc(Cl)cc1C(F)(F)F)c1ccc2c(c1)OCO2	0.0	-11	-2	1.5
Cc1cc(C)c2nc(Cl)c(CN(Cc3ccco3)C(=O)c3cnccn3)cc2c1	0.0	15	-2	-0.5
CCc1cc2c(=O)c(-c3cnn(-c4ccccc4)c3)coc2cc1OC(C)=O	0.3	-2	30	-1.4
CNC(=O)COc1ccc(NC(=O)c2ccc(-c3nn(C)c(=O)c4ccccc34)cc2)cc1	-0.2	6	-4	-2.3
Cc1cc(C)cc(N2CN=c3s/c(=C4\C(=O)Nc5ccccc54)c(=O)n3C2)c1	0.0	7	-3	0.8
CC1CCCCN1C(=O)c1cc2n(n1)C(C(F)(F)F)CC(c1cccs1)N2 (stereo not drawn)	0.3	16	8	-0.4
Cc1ccc(-c2nc(CS(=O)CC(=O)NCCCSC3CCCCC3)c(C)o2)cc1 (stereo not drawn)	-0.1	-5	16	1.4
O=C(O)c1cc(NC(=O)c2ccc(Cl)c([N+](=O)[O-])c2)cc(C(=O)O)c1	0.0	4	-9	-0.7
O=c1c(=O)n(-c2ccccc2)ccn1Cc1cccc(C(F)(F)F)c1	0.5	3	7	-0.9
COc1cc(C2(c3ccc(N)c(OC)c3)CCCCC2)ccc1N	-0.1	-4	-10	-0.8
CC(=O)c1cccc(-c2nc3ccc(C(=O)NCc4ccccc4)cc3s2)c1	0.2	-8	14	0.1
N#CC1=C(N)Oc2cc(N)ccc2C1c1ccc(OCc2ccccc2)cc1 (stereo not drawn)	0.0	-8	6	-1.0
COCCn1c(=O)[nH]c2nc(-c3ccc(OCCCN(C)C)nc3)cnc21	0.4	1	7	-0.3
COC(=O)CSc1ccc(C(=O)N2CCCCC2)cc1[N+](=O)[O-]	0.1	-9	14	0.2
COCCNCCOc1ccc(Br)cc1C	0.6	2	49	0.2
O=C(NCc1ccc(Cl)cc1)C(=O)N1CCCCC1	0.0	-4	-1	1.4
Cc1cc(C(=O)NCCCN2CCCC2=O)cs1	0.0	2	-22	1.5
Ic1ccc(Nc2nc3nonc3nc2N2CCC(Cc3ccccc3)CC2)cc1	-0.1	5	4	1.0
O=C(O)/C(=C\c1ccccc1)NC(=O)c1ccc(Cl)cc1Cl	0.2	3	11	-0.9
Cc1ccc2nc(-c3ccccc3)c(CC(=O)O)c(C(=O)O)c2c1	0.0	5	4	1.5
O=C1N[C@H](CO)C(=O)N2CCN(Cc3cccs3)C[C@H]12	-0.2	-2	3	-0.1
O=[N+]([O-])c1ccc(NCCCN2CCOCC2)c(Cl)c1	-0.1	4	10	-0.6
CCOc1ccc(C2C=C(c3cccnc3)Nc3nnnn32)cc1OC (stereo not drawn)	-0.4	-1	-3	0.5
O=C(CCCCCn1c(=S)[nH]c2cc3c(cc2c1=O)OCO3)N1CCN(c2ccccc2F)CC1	0.2	-7	-14	2.0
COc1ccc(OC)c(C2C(C(=O)c3ccco3)=C(O)C(=O)N2Cc2cccnc2)c1 (stereo not drawn)	-0.2	-9	-17	-0.7
